# HTRA1 inh – inhibitors of human serine peptidase HTRA1; recombinant HTRA1, FP-rhodamine activity-based probe, fluorescence polarization; inhibition, % at 5.96 µM; 340,000 compounds, 0.5% hits; AID 504803; in the data active = inhibition above about 36%;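 note: 0% = enzyme with DMSO and 100% = wells lacking enzyme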
# Target sequence (Q92743 whole entry, looked up): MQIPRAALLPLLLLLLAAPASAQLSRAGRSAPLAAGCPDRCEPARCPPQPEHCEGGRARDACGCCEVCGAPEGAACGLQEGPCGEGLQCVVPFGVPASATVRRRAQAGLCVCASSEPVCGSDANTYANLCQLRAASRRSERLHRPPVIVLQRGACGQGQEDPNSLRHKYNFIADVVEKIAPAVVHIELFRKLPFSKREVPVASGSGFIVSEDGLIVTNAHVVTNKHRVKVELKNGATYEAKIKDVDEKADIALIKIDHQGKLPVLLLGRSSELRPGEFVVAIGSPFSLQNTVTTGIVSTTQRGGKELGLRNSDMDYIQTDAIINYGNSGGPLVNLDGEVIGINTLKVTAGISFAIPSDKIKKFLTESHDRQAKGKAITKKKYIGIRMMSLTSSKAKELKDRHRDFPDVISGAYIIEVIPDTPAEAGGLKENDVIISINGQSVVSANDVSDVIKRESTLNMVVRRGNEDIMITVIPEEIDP
# * = called active by the depositor. Only part of the results is shown. The share of hits here may be higher or lower than overall.
# A first look:
SMILES,HTRA1 inh
COC(=O)c1ccc(C(NC(=O)OCc2ccccc2)/C(C)=C/[C@@H](C)C(=O)NCc2ccc(OC)c(OC)c2)cc1 (some centres not stated),-21
CC1Sc2ccc(S(=O)(=O)CCC(=O)NCc3ccccc3Cl)cc2NC1=O (configuration not stated),-1
Cc1ccc(NC(=O)c2cnn(-c3ccccc3)c2NC(=O)c2ccco2)cc1C,-8
Cc1ccccc1/C=C1\Sc2ccc(C(=O)N3CCN(c4ccccn4)CC3)cc2N(C)C1=O,-33
COc1ccccc1-c1sc2cc3c(cc2c1-c1ccc(OCCN2CCOCC2)cc1)OCO3,-17
CCN1CCN(C2CCCCC2NS(=O)(=O)c2ccc(Cl)cc2)CC1 (configuration not stated),2
O=c1cc2oc3cc(O)c(O)cc3c(-c3ccccc3O)c-2cc1O,60*
CC(=O)c1cc(-c2ccccc2)n(CCC(=O)NC(C)(C)C)c1C,-3
O=C(N[C@H]1C/C=C\C[C@@H](CC(=O)N(CCO)Cc2ccccc2)C(=O)N2CCC[C@@H]2COC1=O)OCC1c2ccccc2-c2ccccc21,5
O=C(Nc1ccc(F)cc1)N1CCN2C(=O)c3ccccc3C12c1ccccc1 (configuration not stated),-17
O=C(Nc1ccccc1)Nc1nc(-c2ccc(F)c(F)c2)cs1,-12
Cn1c(=O)c2c(SCC(=O)N3CCCC3)nc(-c3ccccc3)nc2n(C)c1=O,9
COc1ccc(C[C@H]2CN3C(=NC[C@@H]3Cc3ccc(O)cc3)N2C[C@H](C)NC(=O)c2ccc(C)c(Br)c2)cc1,-44
C=CCc1cccc2cc(C(=O)NC3CCCCC3)c(=O)oc12,-22
CN1CCN(C2=C(Cl)C(=O)C(c3cnc(N4CCCCC4)s3)=C(Cl)C2=O)CC1,36
CCOC(=O)N1CCC(N2CC34C=CC(O3)C(C(=O)Nc3ccc(F)cc3)C4C2=O)CC1 (configuration not stated),4
CCOc1ccccc1N(CC(=O)Nc1ccc(S(=O)(=O)N2CCOCC2)cc1)S(=O)(=O)c1ccccc1,-2

# Main list, from the start:
SMILES,HTRA1 inh
COC(=O)c1ccc(C(NC(=O)OCc2ccccc2)/C(C)=C/[C@@H](C)C(=O)NCc2ccc(OC)c(OC)c2)cc1 (some centres not stated),-21
CC1Sc2ccc(S(=O)(=O)CCC(=O)NCc3ccccc3Cl)cc2NC1=O (configuration not stated),-1
Cc1ccc(NC(=O)c2cnn(-c3ccccc3)c2NC(=O)c2ccco2)cc1C,-8
Cc1ccccc1/C=C1\Sc2ccc(C(=O)N3CCN(c4ccccn4)CC3)cc2N(C)C1=O,-33
COc1ccccc1-c1sc2cc3c(cc2c1-c1ccc(OCCN2CCOCC2)cc1)OCO3,-17
CCN1CCN(C2CCCCC2NS(=O)(=O)c2ccc(Cl)cc2)CC1 (configuration not stated),2
O=c1cc2oc3cc(O)c(O)cc3c(-c3ccccc3O)c-2cc1O,60*
CC(=O)c1cc(-c2ccccc2)n(CCC(=O)NC(C)(C)C)c1C,-3
O=C(N[C@H]1C/C=C\C[C@@H](CC(=O)N(CCO)Cc2ccccc2)C(=O)N2CCC[C@@H]2COC1=O)OCC1c2ccccc2-c2ccccc21,5
O=C(Nc1ccc(F)cc1)N1CCN2C(=O)c3ccccc3C12c1ccccc1 (configuration not stated),-17
O=C(Nc1ccccc1)Nc1nc(-c2ccc(F)c(F)c2)cs1,-12
Cn1c(=O)c2c(SCC(=O)N3CCCC3)nc(-c3ccccc3)nc2n(C)c1=O,9
COc1ccc(C[C@H]2CN3C(=NC[C@@H]3Cc3ccc(O)cc3)N2C[C@H](C)NC(=O)c2ccc(C)c(Br)c2)cc1,-44
C=CCc1cccc2cc(C(=O)NC3CCCCC3)c(=O)oc12,-22
CN1CCN(C2=C(Cl)C(=O)C(c3cnc(N4CCCCC4)s3)=C(Cl)C2=O)CC1,36
CCOC(=O)N1CCC(N2CC34C=CC(O3)C(C(=O)Nc3ccc(F)cc3)C4C2=O)CC1 (configuration not stated),4
CCOc1ccccc1N(CC(=O)Nc1ccc(S(=O)(=O)N2CCOCC2)cc1)S(=O)(=O)c1ccccc1,-2
O=C(NCCN1CCCCCC1)c1ccc(CS(=O)(=O)c2ccc(Br)cc2)o1,4
CCn1cc(C(=O)O)c(=O)c2cc(F)c(N3CCNCC3)cc21,2
O=[N+]([O-])c1ccc(/C=N/Nc2nc(N3CCOCC3)nc(N3CCOCC3)n2)cc1,4
O=C(Nc1ccc(S(=O)(=O)N2CCOCC2)cc1)c1ccccc1,2
COCCn1nnnc1C(c1cc2c(C)cc(C)cc2[nH]c1=O)N1CCCCCC1 (configuration not stated),10
COCC(=O)N(C)C1(c2nnnn2CCOC(=O)Nc2cccc3ccccc23)CCCC1,-3
Cc1ccc(CN2CCSc3ccc(C(=O)N4CCN(c5ncccn5)CC4)cc32)cc1,1
O=C(Cn1ncc2c3ccccc3n(Cc3ccccc3)c2c1=O)N1CCN(c2ccccn2)CC1,-11

# The list goes on (2 carried over from the part before).
SMILES,HTRA1 inh
Cc1ccc(CN2CCSc3ccc(C(=O)N4CCN(c5ncccn5)CC4)cc32)cc1,1
O=C(Cn1ncc2c3ccccc3n(Cc3ccccc3)c2c1=O)N1CCN(c2ccccn2)CC1,-11
O=C(CCC(=O)OCC(=O)c1ccc([N+](=O)[O-])cc1)Nc1ccccc1Cl,4
N#Cc1c(-c2ccc(Cl)cc2)n(O)c2ccccc12,-2
Cc1ccc(C(=O)Nc2cccc(C(=O)O)c2)cc1S(=O)(=O)N1CCCCC1,1
CCN(CC)CCCN1C=C2C(=O)C(C)(OC(=O)CCc3ccccc3)C(=O)C=C2C=C1c1ccc(C#N)cc1 (configuration not stated),23
Cc1cccc(NC(=O)CN2C(=O)/C(=C3\SC(=S)N(CC4CCCO4)C3=O)c3ccccc32)c1 (configuration not stated),-4
CCSC(=O)N(CC)CC(=O)Nc1c(CC)cccc1CC,0
O=c1c(-c2cnn(-c3ccccc3)c2)coc2cc(O)ccc12,-9
CCCCN1CC(=O)N2[C@H](c3ccc(OC)cc3)[C@@H]3C(=O)N(CC)C(=O)[C@@H]3[C@]2(C)C1=O,4
CCc1nc(C(N)=O)c2[nH]c(=O)n(-c3ccc(OC)cc3OC)c2n1,5
COc1ccc(-c2c(-c3ccc(O)cc3O)n[nH]c2C)cc1OC,-2
Cc1snc(S(=O)(=O)/C(C#N)=N/Nc2cccc(C(F)(F)F)c2)c1C#N,-17
O=C(O)c1ccccc1N=Nc1c(O)[nH]c2ccc([N+](=O)[O-])cc12,5
COc1cc([N+](=O)[O-])ccc1NC(=O)CSc1ccccn1,5
O=C(Nc1ccccn1)c1ccc([N+](=O)[O-])o1,5
O=C(O)C1CSC(c2ccncc2)N1 (configuration not stated),-5
N#Cc1cc2cc3c(cc2nc1SCC(=O)N1CCCC1)OCCO3,5
Oc1c(CN2CCN(c3ccccn3)CC2)cc(Cl)c2cccnc12,39*
CCC1=NC(c2ccc(OC)cc2)N(O)C1(C)C (configuration not stated),-2
CCOC(=O)c1ccc(-c2cccc(-c3cc(=O)oc4cc(OC)cc(OC)c34)c2)cc1,-2
CC(CCOS(N)(=O)=O)c1ccccc1 (configuration not stated),2
O=C(Oc1ccc(NC2=C(Cl)C(=O)c3ccccc3C2=O)cc1)c1ccc([N+](=O)[O-])cc1,3
CCCCCCCNC(=O)C1(CC2CC(c3ccc(Cl)cc3)=NO2)CCN(C(=O)C2(C)CC2)CC1 (configuration not stated),-40
CC1CC(C)CN(S(=O)(=O)c2ccc(C(=O)NCCCn3ccnc3)cc2)C1 (configuration not stated),3
O=C(NCCc1ccc(Cl)cc1)c1cc(S(=O)(=O)N2CCCCC2)c[nH]1,-4
O=C(O)CCc1ccc(-c2cccs2)o1,2
# Additional results.
SMILES,HTRA1 inh
CCCCNS(=O)(=O)c1ccc(NC(=O)c2c(-c3ccccc3Cl)noc2C)cc1,-39
COc1ccc(Cl)cc1NC(=O)CCNC(=O)Cn1ccc2ccccc2c1=O,4
O=C1CC(Nc2ccc(N3CCOCC3)cc2)C(=O)N1c1ccccc1 (configuration not stated),14
Cc1ccc(/C=C2\CCC3=C2OC(N)=C(C#N)C3c2ccc(C)cc2)cc1 (configuration not stated),-29
CC(C)(C)C1CCc2c(sc(N)c2C(N)=O)C1 (configuration not stated),-15
Cc1ccc(C)c(NC(=O)COC(=O)c2cc(=O)c3ccccc3o2)c1,-3
CC(=O)c1ccc(NC(=O)CCS(=O)(=O)c2ccc3c(c2)n(C)c(=O)c(=O)n3C)cc1,6
O=C(C#Cc1cccc([N+](=O)[O-])c1)c1ccccc1,-12
O=C(Nc1ccc(N2CCCCC2)cc1)c1ccccn1,-2
COc1ccc(/C=C2\Oc3cc(OCC(=O)N4CCC[C@H]4CO)ccc3C2=O)c(OC)c1,-13
FC(F)(F)c1cccc(-c2nc3nc(Cl)c(Cl)nc3[nH]2)c1,-10
COCCn1c(C)cc(C2=NNC(=Nc3ccc(OC)cc3)SC2)c1C,12
COc1ccc(/C=C2\Sc3ccc(C(=O)N4CCCC4)cc3N(C)C2=O)cc1OC,-7
C[n+]1cc(-c2ccccc2)n2c1CCCCC2,4
CN(C)c1ccc2c(c1)C(=NO)c1ccccc1-2,21
Cc1cc(C)c(S(=O)(=O)Nc2ccc(O)cc2)cc1C,-7
CCOC(=O)c1cnc2c(-c3ccc(F)cc3)cnn2c1C(F)(F)F,-1
CCC(=O)NC(c1ccccc1OC)c1ccc2cccnc2c1O (configuration not stated),41*
CCOCCCNC(=O)CCc1nnc2ccc(N3CCCCC3)nn12,8
CC(c1ccccc1)n1c(-c2ccc(C(C)(C)C)cc2)n[nH]c1=S (configuration not stated),-23
CCOc1ccc(N=Cc2ccc(N(C)C)cc2)c(O)c1,57*
O=c1c2c([N+](=O)[O-])cc([N+](=O)[O-])cc2sn1-c1ccc(Br)cc1,4
CC[n+]1c(/C=C2\C=C(C)CC(C)C2)sc2ccccc21 (configuration not stated),3
CN1CC=C2C(C#N)=C(N)C(C#N)(C#N)[C@H](c3cccs3)[C@H]2C1,20
COc1cc2c(cc1OC)C(C)N(S(=O)(=O)c1cnc(Cl)c(Cl)c1)CC2 (configuration not stated),-3
# Following part
SMILES,HTRA1 inh
CC1=C(C(N)=O)C(c2cccnc2)n2nc(SCc3ccccc3Cl)nc2N1 (configuration not stated),-3
CCc1ccc(NC(=O)C2CCCN(S(=O)(=O)c3cnc[nH]3)C2)cc1 (configuration not stated),4
CCOc1ccc(NC(=O)C2CCCN(S(=O)(=O)c3cnc[nH]3)C2)cc1 (configuration not stated),0
O=C(NCc1cccc(F)c1)c1cccc2c1C(=O)c1ccc(N3CCC(Cc4ccccc4)CC3)cc1S2(=O)=O,-16
N#CC1=C(N)SC2(CCCCC2)SC1c1ccccc1 (configuration not stated),-3
COc1ccc(N2Cc3cccc(C(=O)O)c3C2=O)cc1,4
COc1cc2c(cc1OC)CN(CC(=O)Nc1ccc(Cl)c(S(=O)(=O)N(C)C)c1)CC2,-1
N#Cc1ccccc1N1CCN(C(=O)c2ccc(NC(=O)c3ccc(Br)o3)cc2)CC1,-13
O=C(O)c1cccc2c(/C=N/Nc3ccccn3)c[nH]c12,8
O=c1oc(/C=C/c2ccc([N+](=O)[O-])s2)nc2ccccc12,-3
COc1cc(C(=O)Oc2c(CN3CCOCC3)cc(Cl)c3cccnc23)cc(OC)c1OC,50*
O=c1c2cc(F)ccc2sn1-c1ccc(F)cc1,4
CC1=C(C(N)=O)C(c2ccccc2F)n2nc(CCCO)nc2N1 (configuration not stated),-1
COc1ccccc1[C@H]1C(c2ccccc2)=NN(c2ccccc2)[C@@H]1CO,18
C=CCOc1ccc(C[C@H](N)C(=O)NC[C@H]2O[C@@H](n3cnc4c(N)ncnc43)[C@H](O)[C@@H]2O)cc1,2
CCCOC(=O)c1cc(-c2ccc(/C=C3/C(=O)N(C)C(=O)C(C#N)=C3C)o2)ccc1Cl,-22
Cc1nn(C(=O)c2cccnc2)c(C)c1Sc1ccc(Br)cc1,-23
CCN1C(=NCCc2cccnc2)N[C@@H](c2ccccc2)[C@H](C(=O)OC)[C@H]1C,-1
CCc1noc(C)c1C(=O)Oc1ccc(N(C)S(=O)(=O)c2ccc(C)cc2)cc1,29
O=[N+]([O-])c1c(NCCCO)cc(Sc2nc3ccccc3s2)c2nonc12,8
O=C(OCn1ncc(Br)c(Br)c1=O)c1ccccc1Cl,-9
CCN(CC)S(=O)(=O)c1ccc(N(C)C)c(NC(=O)CC(NC(C)=O)c2ccccc2)c1 (configuration not stated),-3
COc1ccccc1N(C)S(=O)(=O)c1ccc(C(=O)N2CCCC(C(F)(F)F)C2)cc1 (configuration not stated),-2
CC(=O)N1c2ccc(S(=O)(=O)N(C)CC(=O)NC3CCCCC3C)cc2CC1C (configuration not stated),2
CCOC(=O)N1CCN(C(=O)CS(=O)(=O)c2cn(Cc3ccccc3C)c3ccccc23)CC1,1
# Following part
SMILES,HTRA1 inh
CCOc1ccccc1NC(=O)c1nc[nH]c1C(=O)Nc1ccccc1OCC,5
O=C(NC1CCCCC1)c1ccc([N+](=O)[O-])o1,-2
CSc1ccccc1NC(=O)CN1CCN(Cc2ccccc2)CC1,3
CC[C@H](C)Cc1cn([C@@H](CCCN=C(NC(=O)OC(C)(C)C)NC(=O)OC(C)(C)C)C(=O)NCCCCCCCCCCC(=O)N2CCN(C(=O)OC(C)(C)C)CC2)nn1,-30
COCCNc1oc(-c2ccco2)nc1S(=O)(=O)c1ccccc1,6
CCC(c1ccc(O)c(O)c1)C(CC)c1ccc(O)c(O)c1 (configuration not stated),59*
C#CCn1c(=NC(=O)CSC(C)=O)sc2cc(F)ccc21,-3
CC1(C)NC(=O)N(CC(=O)N2CCN(c3cccc(Cl)c3)CC2)C1=O,7
N#CCn1cnc2c(oc3ccccc32)c1=O,0
Cc1ccc(CN2CCSc3ccc(C(=O)NC4CCCC4)cc32)cc1,7
Cc1nc(C(F)(F)F)ccc1C(=O)NN1CCOCC1,15
CC1CCN(S(=O)(=O)c2cn(CC(=O)N3CCN(c4cccc(C(F)(F)F)c4)CC3)cn2)CC1,3
CN(C)CCN(C(=O)c1ccc2ccccc2c1)c1nc2ccc(F)cc2s1,4
CCN1C(=NCc2cc(OC)c(OC)c(OC)c2)N[C@@H](c2ccccc2)C(C(=O)OC)=C1C,-10
CCOC(=O)c1ccc(NC(=O)N2CCCCC2)cc1,1
CCN(CC)c1ccc(/C=C(\C#N)C(=O)NCc2ccccc2)cc1,-21
CC(C)[C@H](NC(=O)OCc1ccccc1)C(=O)NC(C=O)Cc1ccccc1 (some centres not stated),0
CCOC(=O)N1CCN(c2ccc(C(=O)c3cccc(F)c3)cc2)CC1,-8
